# Compound activity from PubChem BioAssay.
# GPR35 arrestin U2OS = GPR35 antagonists blocking zaprinast-driven arrestin recruitment, primary screen, imaging, U2OS, beta-arrestin-GFP, zaprinast agonist (AID 2058). G-protein coupled receptor 35 (Homo sapiens). U2OS GPR35 beta-arrestin-GFP translocation imaging, zaprinast antagonism; higher % means a stronger effect. inhibition, % at 10 µM, or IC50 in µM where a hit was titrated. hit rate 0.052% among 290,000;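 active = inhibition of at least 50% with at least 30 cells and total cytoplasm GFP at most 10,000,000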
# NS5 inhibitors = Dengue-2 NS5 methyltransferase inhibitors, primary screen, biochemical, confirmation dose response (AID 588689); Genome polyprotein (Dengue virus type 2 (strain 16681-PDK53)); Dengue-2 NS5 methyltransferase capping enzyme assay, biochemical; higher % means a stronger effect; one-dose inhibition, % at 25 µM; IC50 in µM for titrated hits; hit rate 0.3% among 340,000; in the data active = a potency from the dose series
# HIV fusion peptide = inhibitors of HIV fusion peptide binding, primary screen, biochemical, uHTS, fluorescence dequenching (AID 1986); cell-free peptide binding, fluorescence dequenching, 30 min; higher % means a stronger effect; inhibition, % at 20 µM, or IC50 in µM where a hit was titrated; hit rate 0.3% among 290,000; in the data active = inhibition mostly above about 52%, no sharp cut-off; inactive = mostly below about 76%; note: some results filed as inactive read as strong as hits
# MgcRacGAP inhibition = MgcRacGAP GTPase-activating activity inhibitors, confirmation, biochemical, ADP Hunter fluorescence; MgcRacGAP-stimulated Rac1 GTP hydrolysis, ADP Hunter fluorescence; higher % means a stronger effect; GST-tagged Rac1 F28L mutant substrate; inhibition, % at 30 µM, or IC50 in µM where a hit was titrated; hit rate 0.6% among 340,000;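 active = first-screen hits whose inhibition reached a set limit at any dose in the follow-up dose series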;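 note: fluorescence reports GDP produced by GAP-driven GTP hydrolysis; strong numbers were not always called active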
# Large T inhibition = SV40 large T antigen inhibitors, biochemical (AID 1903) | SV40 large T antigen ATPase/helicase inhibition assay; higher % means a stronger effect | one-dose inhibition, % at 20 µM; IC50 in µM for titrated hits | hit rate 0.39% among 310,000; in the data active = a potency from the dose series; note: strong numbers were not always called active
# RSV CPE inhibition = RSV antiviral activity via CPE protection, HEp-2 cells, primary 10 µM value included (AID 2391). HEp-2 cells, RSV-induced CPE inhibition; higher % means a stronger effect. one-dose CPE inhibition, % at 10 µM; IC50 in µM for titrated hits. hit rate 0.13% among 310,000; in the data active = a potency from the dose series; note: strong numbers were not always called active
# K1F lysis inhibition = inhibition of K1F phage lysis, E. coli UTI89, bacterial capsule biogenesis inhibitors, alamar blue (AID 488966); inhibition, % at 100 µM; hits with a dose series show IC50 in µM; hit rate 0.02% among 340,000; E. coli UTI89 K1F phage lysis, alamar blue, 2 h; higher % means a stronger effect;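 active = phage lysis inhibition, versus mean bacterial control, above a set limit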;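 note: capsule biogenesis inhibitors block K1F phage lysis so surviving cells raise fluorescence; higher fluorescence means more inhibition of phage lysis; actives were called in the ten point dose series up to 300 µM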
# PhoP inhibition = inhibitors of PhoP regulon expression, primary screen, Salmonella Typhimurium, GFP reporter (AID 1863); S. Typhimurium PhoP-regulated promoter GFP reporter, 4 h; higher % means a stronger effect; hit rate 0.16% among 300,000; one-dose inhibition, % at 50 µM; IC50 in µM for titrated hits;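 active = inhibition over 29.93%, a cutoff 3 SD above the screen mean, later confirmed by dose response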;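 note: 0% = low Mg2+ inducing control and 100% = high Mg2+ repressing control; strong numbers were not always called active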
# GPR55 LPI antagonism = GPR55 antagonists blocking LPI-driven arrestin recruitment, primary screen, imaging, U2OS, beta-arrestin-GFP, LPI agonist (AID 2013); G-protein coupled receptor 55 (Homo sapiens); U2OS GPR55 beta-arrestin-GFP translocation imaging, LPI antagonism; higher % means a stronger effect; inhibition, % at 10 µM, or IC50 in µM where a hit was titrated; hit rate 0.13% among 290,000;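 active = spots per cell inhibited over 60%, with over 100 cells counted and total cytoplasm intensity under 500,000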;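 note: U2OS cells stably carrying GPR55 and arrestin-GFP stimulated by 5 µM LPI near EC80; imaged beta-arrestin-GFP aggregate spots per cell after agonist stimulation; plate controls were LPI-stimulated DMSO wells for no effect and DMSO wells without LPI for full effect; some results filed as inactive read as strong as hits; confirmed hits need IC50 under 10 µM and bright autofluorescent wells are also inconclusive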
# NS5 inhibitors pilot replicate = recorded beside NS5 inhibitors, whose call it bears; inhibition, %; measured here: pilot screen replicate inhibition
# Numbers without * were called inactive; nt = no result given; [ ] = another dose, or the depositor's remark.
SMILES,GPR35 arrestin U2OS,NS5 inhibitors,HIV fusion peptide,MgcRacGAP inhibition,Large T inhibition,RSV CPE inhibition,K1F lysis inhibition,PhoP inhibition,GPR55 LPI antagonism,others
CCC(Oc1ccccc1)C(=O)NCc1cccnc1 (centres undefined),-11%,-7%,0.8%,4%,16%,1.0%,0.4%,1%,24%,
O=C(Nc1nc2ccccc2s1)c1cc(-c2ccco2)nc2ccccc12,9%,-2%,24%,-4%,16%,7.1%,-2.1%,18%,3%,
CC(=O)Nc1ccc(NC(=O)C(OC(=O)c2ccccc2)C(OC(=O)c2ccccc2)C(=O)O)cc1 (centres undefined),11%,-8%,3.4%,4%,7%,1.0%,0.1%,-4%,3%,
CC(=O)n1cc(N(C(=O)CCl)c2ccc(Cl)cc2)c2ccccc21,16%,nt,1.5%,nt,13%,-2.3%,nt,0%,57%,
COC(=O)C1CCN(C(=O)Cc2ccc(Br)cc2)CC1,14%,3%,-0.9%,-2%,17%,5.4%,0.2%,4%,2%,
Cc1ccc(C)c(SCC(=O)OCC(=O)Nc2ncc(C(F)(F)F)cc2Cl)c1,-12%,25%,1.3%,7%,3%,2.2%,-0.4%,-14%,4%,
Cc1ccc(S(=O)(=O)Cc2sc3ccccc3[n+]2C)cc1,12%,-1%,0.9%,5%,-3%,2.6%,-0.1%,10%,2%,
O=C1CN(C(=O)c2cc3ccccc3oc2=O)C(c2ccc(F)cc2)c2cc(Br)ccc2N1 (centres undefined),-7%,-8%,0.1%,1%,7%,2.3%,-1.3%,-3%,6%,
O=C(c1c(O)cc(O)cc1O)C1c2c(cc(O)c3c2O[C@H](c2ccc(O)cc2)[C@@H](O)C3)OC1c1ccc(O)cc1 (some centres undefined),nt,-7%,nt,13%,nt,2.0%,-0.3%,nt,nt,
Cc1ccc(C(=O)Nn2cnc3scc(-c4cccs4)c3c2=O)c(O)c1,12%,-3%,11%,-6%,8%,5.3%,0.0%,-1%,0%,
Cc1ccc(NC(=O)CN2C(=O)/C(=C3\SC(=S)N(C4CCS(=O)(=O)C4)C3=O)c3ccccc32)cc1 (centres undefined),-9%,4%,-0.3%,8%,5%,nt,0.3%,13%,5%,
Cc1cccc(N(Cc2cc3ccccc3[nH]c2=O)S(=O)(=O)c2ccccc2)c1,-5%,-3%,-1.6%,4%,5%,1.8%,2.7%,-6%,6%,
CCOc1ccc(S(=O)(=O)Nc2ccccc2C(=O)N(C)C2CCN(C)CC2)cc1,nt,-7%,nt,4%,nt,0.5%,3.9%,nt,nt,
COc1ccc(N2CCN(c3ccc(C(N)=O)cc3[N+](=O)[O-])CC2)cc1,-8%,5%,-1.7%,158µM*,20%,-0.7%,0.1%,-7%,13%,
COc1ccc(N2CCN(Cc3ccc(Br)s3)CC2)cc1,16%,1%,0.7%,30%,9%,3.8%,-0.1%,8%,-21%,
CCN(CC)CCNc1nc(SC)nc2sc3c(c12)CCN(C)C3,-1%,-1%,1.4%,16%,8%,-1.4%,0.5%,nt,3%,
O=C(COCc1nc2ccccc2c(=O)[nH]1)NCC1CCCCC1,-9%,2%,1.0%,2%,24%,-1.4%,0.7%,1%,15%,
CCN(CC)S(=O)(=O)c1cc(NC(=O)Cn2cnc3ccccc3c2=O)ccc1C,0%,-3%,1.4%,6%,12%,17%,-0.1%,-1%,-3%,NS5 inhibitors pilot replicate=-4.0
S=C(NC1CCCCC1)N(CCc1ccccc1)CCc1ccccc1,-9%,5%,3.3%,-7%,10%,16%,0.3%,0%,5%,
Cc1onc(-c2c(F)cccc2Cl)c1C(=O)OCC(=O)NCc1ccco1,7%,-10%,7.9%,12%,16%,1.2%,0.0%,3%,6%,
O=C(NCc1ccccc1F)C(=O)NCC1CCCN1S(=O)(=O)c1ccccc1 (centres undefined),nt,-3%,nt,9%,19%,-0.6%,0.4%[50 µM],2%,nt,
Cc1noc(C)c1CSCC(=O)Nc1ccc(Br)cc1Cl,nt,-4%,nt,4%,16%,11%,1.7%[50 µM],-6%,nt,
O=C(CCc1ccccc1)NC1C2CC3CC(C2)CC1C3 (centres undefined),5%,-3%,1.2%,-5%,25%,2.6%,0.2%,-3%,-3%,NS5 inhibitors pilot replicate=2.1
CN(C)c1ccc(C(c2ccc(N(C)C)cc2)c2ccc([N+](=O)[O-])cc2)cc1,0%,nt,-3.0%,2%,7%,1.7%,0.9%,2%,9%,
CCOC(=O)N1CCN(C(=O)c2ccccc2CCc2ccccc2)CC1,6%,1%,0.1%,0%,2%,0.5%,-0.2%,-12%,-12%,
CCS(=O)(=O)N1CCN(c2ccnc3cc(Cl)ccc23)CC1,2%,nt,-0.9%,nt,7%,nt,nt,-9%,-5%,
COc1cc(OC)nc(N/N=C(\c2ccccc2)c2ccncc2)n1,6%,-4%,0.8%,2%,3%,1.4%,0.2%,0%,10%,
O=C(COc1ccccc1)NC(Cc1c[nH]c2ccccc12)C(=O)O (centres undefined),1%,7%,-0.5%,9%,-1%,0.9%,0.4%,-8%,0%,NS5 inhibitors pilot replicate=0.9
O=C(CSc1nnc(SCc2cccc3ccccc23)s1)N/N=C/C=C/c1ccccc1[N+](=O)[O-],-6%,1%,-1.3%,9%,14%,1.5%,1.4%,2%,-2%,
Cc1ccc2c(c1)NC(=O)C(CC(=O)O)O2 (centres undefined),-1%,1%,-3.7%,0%,4%,0.4%,8.1%,8%,8%,
Cc1ccc(NC(=O)CNCCCN2CCOCC2)cc1S(=O)(=O)N1CCCCC1,18%,-8%,-1.5%,76µM*,9%,-2.1%,-0.1%,-2%,6%,
CCn1nccc1C(=O)Nc1ccc(S(=O)(=O)NC23CC4CC(CC(C4)C2)C3)cc1,-14%,-2%,0.9%,3%,7%,0.5%,1.2%,1%,51%,
COCCCNC(=O)Nc1ccc2c(c1)N(C)C(=O)CS2,-8%,-4%,-1.7%,9%,8%,0.2%,0.5%,-9%,1%,
COCC(C)NC(=O)CCc1nnc(C2(c3ccc(Cl)cc3)CCC2)o1 (centres undefined),13%,-3%,1.3%,-1%,8%,-0.2%,0.0%,1%,1%,
COc1cccc(COc2ncnc3sccc23)c1,0%,-6%,0.0%,-1%,22%,2.9%,-0.2%,1%,-2%,
COc1ccccc1NC(=O)NN1CCCCC1,-9%,2%,-0.7%,2%,4%,0.5%,0.2%,6%,-8%,
CCn1c(=S)[nH]c2c(c1=O)C(C)(C)Cc1ccccc1-2,0%,-17%,-0.5%,3%,9%,nt,-0.5%,2%,13%,
O=C1c2ccccc2S(=O)(=O)N1CCS(=O)(=O)c1ccc(F)cc1,23%,-5%,0.3%,5%,5%,1.1%,0.4%,13%,-2%,
CCOC(=O)c1c(C)c(C(=O)Nc2ccc3c(c2)OCO3)c(C)n1C,2%,0%,1.7%,7%,6%,0.8%,2.3%,-3%,-4%,
NC(=O)C1CCN(C(=O)CNC(=O)c2ccc(Br)o2)CC1,nt,-15%,nt,4%,10%,-0.1%,2.2%[50 µM],-7%,nt,

# An excerpt from above in order of formula weight, highest first.
SMILES,GPR35 arrestin U2OS,NS5 inhibitors,HIV fusion peptide,MgcRacGAP inhibition,Large T inhibition,RSV CPE inhibition,K1F lysis inhibition,PhoP inhibition,GPR55 LPI antagonism,others
O=C(CSc1nnc(SCc2cccc3ccccc23)s1)N/N=C/C=C/c1ccccc1[N+](=O)[O-],-6%,1%,-1.3%,9%,14%,1.5%,1.4%,2%,-2%,
CCn1nccc1C(=O)Nc1ccc(S(=O)(=O)NC23CC4CC(CC(C4)C2)C3)cc1,-14%,-2%,0.9%,3%,7%,0.5%,1.2%,1%,51%,
COCC(C)NC(=O)CCc1nnc(C2(c3ccc(Cl)cc3)CCC2)o1 (centres undefined),13%,-3%,1.3%,-1%,8%,-0.2%,0.0%,1%,1%,
NC(=O)C1CCN(C(=O)CNC(=O)c2ccc(Br)o2)CC1,nt,-15%,nt,4%,10%,-0.1%,2.2%[50 µM],-7%,nt,
CCOC(=O)c1c(C)c(C(=O)Nc2ccc3c(c2)OCO3)c(C)n1C,2%,0%,1.7%,7%,6%,0.8%,2.3%,-3%,-4%,
O=C(COc1ccccc1)NC(Cc1c[nH]c2ccccc12)C(=O)O (centres undefined),1%,7%,-0.5%,9%,-1%,0.9%,0.4%,-8%,0%,NS5 inhibitors pilot replicate=0.9
CCn1c(=S)[nH]c2c(c1=O)C(C)(C)Cc1ccccc1-2,0%,-17%,-0.5%,3%,9%,nt,-0.5%,2%,13%,
COc1cccc(COc2ncnc3sccc23)c1,0%,-6%,0.0%,-1%,22%,2.9%,-0.2%,1%,-2%,
COc1ccccc1NC(=O)NN1CCCCC1,-9%,2%,-0.7%,2%,4%,0.5%,0.2%,6%,-8%,
Cc1ccc2c(c1)NC(=O)C(CC(=O)O)O2 (centres undefined),-1%,1%,-3.7%,0%,4%,0.4%,8.1%,8%,8%,

# Continued.
SMILES,GPR35 arrestin U2OS,NS5 inhibitors,HIV fusion peptide,MgcRacGAP inhibition,Large T inhibition,RSV CPE inhibition,K1F lysis inhibition,PhoP inhibition,GPR55 LPI antagonism,others
COc1ccc(NC(=O)c2c(NC(=O)CNCC(C)C)sc3c2CCC3)c(OC)c1,19%,-5%,0.6%,-6%,7%,2.0%,0.0%,-3%,0%,
O=C1CC(C(=O)Nc2ccccc2)S/C(=N\NC(=O)c2ccccc2Cl)N1 (centres undefined),-3%,-4%,9.3%,6%,8%,1.9%,0.1%,-2%,4%,
COc1ccc(CCNC(=S)NC(=O)c2cccc([N+](=O)[O-])c2)cc1OC,-6%,-3%,-2.3%,8%,10%,11%,0.9%[50 µM],-7%,14%,
O=C(NCC1CCCO1)c1onc(CSc2ccccc2F)c1C(=O)O (centres undefined),1%,0%,2.0%,9%,1%,1.2%,1.2%,1%,-20%,
COc1cccc(NC(=O)c2cccs2)c1,-10%,1%,1.6%,9%,2%,0.7%,5.0%,27%,-2%,
CCOC(=O)C1(Cc2cccc(OC)c2)CCN(Cc2cccn2-c2ccccn2)CC1,-15%,4%,-1.4%,-7%,9%,0.5%,0.2%,8%,3%,
CCOC(=O)c1ccccc1NC(=O)CN1C(=O)c2ccccc2S1(=O)=O,-9%,-4%,2.1%,6%,8%,1.2%,0.0%,4%,3%,
CCOc1ccc(NC(=O)c2ccccc2OCC(=O)c2ccccc2)cc1,4%,-4%,-1.4%,13%,1%,1.1%,0.1%,17%,1.7µM*,
CCn1c(Cc2ccccc2)nnc1SCc1cccc(C(=O)O)c1,19%,-2%,-0.8%,-4%,2%,2.6%,-0.3%,-16%,14%,
